Screens: PubChem BioAssay, several laboratories
PRMT1 inh: blocks human protein arginine methyltransferase 1; Q99873; recombinant PRMT1, activity-based probe fluorescence polarization; inhibition, % at 2.79 µM; 1.3% of 370,000 active; AID 652257;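 active means inhibition above about 21% made by adding two undisclosed values, limit read from the data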
Target sequence (Q99873 whole entry, looked up): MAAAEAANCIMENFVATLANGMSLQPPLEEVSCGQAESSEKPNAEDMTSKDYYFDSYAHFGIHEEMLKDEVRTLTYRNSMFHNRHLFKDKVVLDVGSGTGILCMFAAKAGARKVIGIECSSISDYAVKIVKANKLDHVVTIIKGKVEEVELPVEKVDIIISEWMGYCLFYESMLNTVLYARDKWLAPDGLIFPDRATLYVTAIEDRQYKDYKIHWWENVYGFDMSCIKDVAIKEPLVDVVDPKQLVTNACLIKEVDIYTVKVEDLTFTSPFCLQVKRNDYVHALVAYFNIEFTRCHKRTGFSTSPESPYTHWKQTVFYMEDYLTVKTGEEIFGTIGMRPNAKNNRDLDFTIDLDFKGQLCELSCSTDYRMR
ABHD4 inh: inhibits mouse alpha/beta hydrolase domain 4 | inhibition, % at 8.92 µM | 0.54% of 370,000 active | AID 720543 | Q8VD66 | purified mABHD4, FP-Rh probe fluorescence polarization;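 active means inhibition exceeding the mean over every tested compound plus 3 SD, cut at about 30% in these data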;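 further: 0% = plate median of compound wells and 100% = S159A mutant with DMSO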
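Assay system: wild-type mouse ABHD4 protein; compound: single nominal dose of 8.92 µM, 0.89% DMSO final; schedule: 45 min + 60 min at 25 °C; measured by: FP readout, ex 525 nm / em 598 nm; evaluation: % inhibition of FP-Rh probe binding versus controls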
TCR-CD3 inh: blocks the human TCR-CD3 interaction; 0.37% of 360,000 active; TAMRA-labeled TCR probe fluorescence, biochemical; inhibition, % at 9.4 µM; in the data active means inhibition above about 19%;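 further: recombinant mutant TCR 2C K166C tagged with TAMRA read by polarization; 0% = receptor in buffer alone and 100% = receptor with positive control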
SIAE inh: human SIAE inhibition, primary screen; 0.69% of 370,000 active; Q9HAT2; inhibition, % at 9.66 µM; AID 1053197; SIAE FP-Rh probe binding, fluorescence polarization;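 active means inhibition above a cutoff: mean of compounds within the control limits plus 3 SD of those, cut at about 17% in these data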;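 further: 0% = plate median of compound wells and 100% = probe without SIAE protein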
NPR2 activator: GC-B (human) receptor activation; P20594; HEK293-GC-B cells, CNP EC30, cGMP TR-FRET; 0% at EC30 CNP, 100% saturating CNP; activation, % at 10 µM; 0.11% of 370,000 active; AID 1920062;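 active means activation at 10 µM reaching about 35% in either raw or pattern-adjusted values, limit read from the data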
UHRF1 binding: human UHRF1 methylated DNA binding inhibitors; UHRF1 binding to methylated oligo, TR-FRET; inhibition, % at 4.4 µM; 0.75% of 370,000 active; AID 687016; in the data active means inhibition above about 21%;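 further: UHRF1 SRA domain binding a hemimethylated CpG hairpin DNA probe; 0% = median of test compound wells and 100% = reference inhibitor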
rCAG RNA binder: molecules binding r(CAG) RNA repeats; r(CAG) RNA repeat, TO-PRO-1 dye displacement fluorescence; inhibition, % at 3 µM; 1.3% of 370,000 active;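 active means inhibition above the plate cutoff, the mean of all test compounds on that plate plus 3 SD, cut at about 35% in these data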;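 further: 0% = DMSO alone and 100% = 100 µM mitoxantrone as full dye displacement; higher means more dye released from RNA so lower well fluorescence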
MBD2 DNA inh: inhibitors of human MBD2 binding to methylated oligonucleotide. Q9UBB5. TR-FRET. inhibition, % at 4.4 µM. 0.31% of 370,000 active. AID 686964; in the data active means inhibition above about 13%
HTRA1 inh: inhibitors of human serine peptidase HTRA1; Q92743; recombinant HTRA1, FP-rhodamine activity-based probe, fluorescence polarization; inhibition, % at 5.96 µM; 0.5% of 340,000 active; in the data active means inhibition above about 36%;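 further: 0% = enzyme with DMSO and 100% = wells lacking enzyme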
Target sequence (Q92743 whole entry, looked up): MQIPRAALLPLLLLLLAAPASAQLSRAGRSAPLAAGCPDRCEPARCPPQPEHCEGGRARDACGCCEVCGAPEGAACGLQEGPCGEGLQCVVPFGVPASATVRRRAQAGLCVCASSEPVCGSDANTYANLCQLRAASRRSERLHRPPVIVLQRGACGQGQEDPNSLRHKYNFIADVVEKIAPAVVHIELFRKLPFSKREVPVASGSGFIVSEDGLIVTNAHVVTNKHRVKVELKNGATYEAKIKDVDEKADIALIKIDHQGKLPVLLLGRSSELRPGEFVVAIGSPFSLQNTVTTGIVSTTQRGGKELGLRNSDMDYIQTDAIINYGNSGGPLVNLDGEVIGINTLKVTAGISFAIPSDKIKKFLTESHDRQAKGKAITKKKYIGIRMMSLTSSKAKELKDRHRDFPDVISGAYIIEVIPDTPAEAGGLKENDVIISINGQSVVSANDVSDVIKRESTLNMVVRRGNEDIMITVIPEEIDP
NPR1 activator: GC-A (human) enzyme activation; 0.14% of 370,000 active; activation, % at 10 µM; HEK293 GC-A cells, cGMP TR-FRET, EC30 ANP; 0% at EC30 ANP, 100% saturating ANP; in the data active means activation above about 40%
An asterisk follows results filed as active; · = no result given.

SMILES	PRMT1 inh	ABHD4 inh	TCR-CD3 inh	SIAE inh	NPR2 activator	UHRF1 binding	rCAG RNA binder	MBD2 DNA inh	HTRA1 inh	NPR1 activator
c1cncc(Oc2cccc(Oc3cccnc3)c2)c1	-1	4	3	3	2	-6	-4	-5	4	2
CCC(C)NC(=O)[C@@H]1CCCN1C(=O)C1CCN(S(=O)(=O)c2ccc(C)cc2)CC1 (stereo partly specified)	-2	-8	4	0	-2	-2	-2	5	0	-2
O=C(Nc1cccnc1)c1ccc(NC(=O)c2ccco2)cc1	-1	3	3	-7	-8	0	4	2	-4	3
N#CCC(=O)Nc1ccc(C(=O)OCC(=O)N(C2CCCCC2)C2CCCCC2)cc1	-4	-16	8	-20	1	-2	11	-1	-34	-2
O=C(Nc1nc2c(s1)CCCC2)c1ccc(Br)o1	-2	14	2	-8	-11	0	2	-1	-11	-5
O=C1N[C@@H](Cc2cn(S(=O)(=O)c3ccc([N+](=O)[O-])cc3)c3ccccc23)C(=O)N[C@H]1Cc1ccccc1	6	-6	3	4	-4	0	10	6	-8	-4
Cc1noc(C)c1C(=O)Nc1nc2ccc(F)cc2s1	0	1	5	3	-3	-4	7	-3	0	2
Cc1ccc(-c2nc(C)sc2CC(=O)OCC(=O)Nc2ccc(F)c(Cl)c2)cc1	-4	-3	0	-14	-5	-2	4	-2	-49	-3
O=C(c1cc[n+]([O-])cc1)N1CCc2c([nH]c3ccccc23)C1c1ccccc1Cl (stereo unspecified)	1	2	4	4	-2	0	-1	1	·	-10
O=C(CCC1CCCC1)Nc1nnc(-c2ccc3c(c2)OCO3)s1	3	3	-7	3	7	-2	-3	2	3	2
Cc1cc(C(=O)CSc2n[nH]c(N)n2)c(C)n1-c1ccc(F)cc1	3	0	5	0	-3	0	6	4	2	-1
O=C(Nc1ccc(Cl)c(C(F)(F)F)c1)[C@@H]1CC=C[C@@H]2CCN(C3CCCCC3)C(=O)[C@@H]21	1	12	-1	-2	0	0	1	2	2	-2
O=c1c2ccccc2nc2n1CCc1ccc(Br)cc1-2	4	-12	0	-3	2	5	1	9	·	-9
NC(=O)CSc1nc(-c2ccccc2Cl)ns1	-2	2	-5	3	-1	-1	0	1	-2	26
CCOCc1nnc(NC(=O)C2CCN(C(=O)C3CC(=O)N(c4ccc(C)cc4)C3)CC2)s1 (stereo unspecified)	-2	1	-4	-1	-4	1	-6	-1	-5	1
CCn1c(SCC(=O)NCc2ccc3c(c2)OCO3)nnc1-c1ccco1	1	-3	5	8	-6	1	0	-6	5	2
Cc1ccc(NC(=O)COC(=O)c2cc(Cl)cc(Cl)c2)c(Br)c1	-2	-4	-4	-3	1	7	0	2	-6	0
COc1ccc(OC)c(N/C=C/C(=O)c2ccc(OC)c(OC)c2)c1	3	10	-10	-5	7	2	7	2	-5	8
COc1ccc(NC(=O)CCn2c(=S)[nH]c3ccccc3c2=O)cc1	3	1	5	-7	-3	0	0	1	1	-4
Fc1ccc2c(c1)C(c1ccncc1)=NNC(c1ccc(Cl)cc1)=N2	1	-2	1	-1	-9	-2	3	3	-10	-7
Cc1ccc(CNc2nc3ccc(C)cc3n3cnnc23)cc1	-4	4	4	0	21	-1	2	-1	-11	13
CN(Cc1ccccc1)C(=O)c1nn2cccnc2c1Cl	1	19	-1	-1	2	0	-3	7	4	-2
CCOC(=O)C(CCCOc1cccc(OC)c1)C(=O)OCC	-5	2	3	0	-2	0	-8	-1	2	0
CN(CC(=O)Nc1ccc(F)cc1)C(=O)c1ccncc1	-2	5	9	2	1	-1	-1	-4	0	4
O=C1C(=O)c2cccnc2-c2ncccc21	22*	1	5	-4	12	12	3	13	·	20
Carrying on.
SMILES	PRMT1 inh	ABHD4 inh	TCR-CD3 inh	SIAE inh	NPR2 activator	UHRF1 binding	rCAG RNA binder	MBD2 DNA inh	HTRA1 inh	NPR1 activator
Cn1c(=O)oc2cc(S(=O)(=O)NCCC(=O)N3CC=C(c4ccccc4)CC3)ccc21	-2	3	4	3	3	-3	4	-5	4	-1
CCOC(=O)CNC(=O)CSc1nc(NCc2ccccc2)nc(N(C)C)n1	-1	-2	-4	-9	5	-2	-7	0	-5	1
CCOC(=O)C1=C(N)N2C(=O)C(C)SC2=C(C(=O)OC)C1c1ccccc1OC (stereo unspecified)	5	12	1	-1	-9	3	0	5	-7	-12
COc1ccc(NC(=O)COC(=O)C2CCN(S(=O)(=O)c3cccs3)CC2)cc1OC	-3	0	2	2	-4	-1	2	-6	1	1
COc1ccccc1-n1cc2ccc([N+](=O)[O-])cc2n1	3	-2	3	-2	-12	-5	-1	0	-9	7
CCNC(=O)c1cc2ccccc2o1	-1	4	-1	12	3	-2	1	4	2	-2
Cc1cnc(C(=O)NCc2ccc(Cl)cc2Cl)cn1	0	5	1	-1	3	0	6	0	3	0
O=C(CN1CCOCC1)N1CCN(c2ccc([N+](=O)[O-])cc2)CC1	-3	-5	4	5	-5	-6	-3	0	1	0
O=C(Cn1cnc2c(cnn2-c2ccccc2)c1=O)N1CCOCC1	0	-1	2	-4	8	0	0	-2	2	0
CCCC[n+]1c2ccccc2cc2ccccc21	4	17	8	2	3	-2	4	3	17	7
C=CCSc1nnc2nc3c(nn12)c1cc(C)ccc1n3CC=C	-1	11	7	1	51*	-9	4	-10	-2	50*
Cc1ccc(S(=O)(=O)NOCc2ccccc2)cc1	3	-11	-11	1	-5	2	0	-4	-1	0
Cc1cc(=O)n2c(n1)NC(=NCc1ccccc1)NC2c1ccccc1 (stereo unspecified)	-4	-3	1	-5	-8	0	6	2	·	4
COc1ccc(CNc2nc3nc(C)c(Cl)c(=O)n3[nH]2)cc1	0	-3	5	6	1	-2	0	1	-1	5
Cc1cnc(C(=O)Nc2ccc(C)c(S(=O)(=O)N(C)C)c2)cn1	0	8	7	-3	8	0	-2	0	0	-4
Cc1nn(CCCC(=O)NCCCN2CCN(C)CC2)c(=O)c2c1sc1ccccc12	-5	1	0	-3	-3	-3	-5	-3	3	0
COc1ccccc1CNC(=O)C1(NC(=O)Nc2ccc(C)cc2)CCCCC1	6	2	0	-2	-2	-1	2	4	-5	3
COc1cc2[nH]c(C(=O)N3CCc4ccccc43)cc2c(OC)c1OC	2	0	-8	-3	-3	1	2	3	-5	3
O=C(CN1CCN(C(=O)c2ccccc2F)CC1)Nc1ccc(Br)cc1	1	-5	-2	6	-3	-1	-7	-6	-1	-5
Cc1ccc(NC(=O)NN2CCN(C)CC2)cc1C	-1	10	8	9	-2	0	-3	1	11	2
COc1ccc(OC)c(N(CC(=O)NCc2ccccn2)S(C)(=O)=O)c1	2	5	4	3	5	12	0	2	5	2
COc1ccc(C2C(C(C)=O)=C(O)C(=O)N2c2nccs2)cc1 (stereo unspecified)	0	2	-6	7	3	1	3	2	2	4
CCCCC(c1nnnn1CC1CCCO1)N1CCN(c2nc3ccccc3s2)CC1 (stereo unspecified)	2	-5	-4	4	-8	0	-4	4	-7	1
NC(=O)CSC1=Nc2ccccc2C2=NC(CCC(=O)NCc3ccc(F)cc3)C(=O)N12 (stereo unspecified)	4	1	-1	3	-1	1	7	-5	1	1
COc1ccc(N2CCN(C(=O)COC(=O)COc3cc(C)cc(C)c3)CC2)cc1	-1	2	12	4	-7	-1	-9	3	6	-4
(listing goes on)
SMILES	PRMT1 inh	ABHD4 inh	TCR-CD3 inh	SIAE inh	NPR2 activator	UHRF1 binding	rCAG RNA binder	MBD2 DNA inh	HTRA1 inh	NPR1 activator
CC(C)c1ccc(NC(=O)CN2C(=O)NC3(CCCCCCC3)C2=O)cc1	9	-4	-5	-4	-2	8	0	4	-14	-6
COc1ccc(OC)c(NC(=O)c2c(NC(=O)CNCc3ccco3)sc3c2CCC3)c1	-1	7	2	-1	-9	-2	10	0	-1	-2
COC(=O)c1ccc(=O)n(-c2ccc(OC)cc2)c1	1	-7	-3	2	0	3	4	4	2	-1
CCOc1ccc(C(=O)NC2CCN(CC(=O)NCc3cccs3)CC2)cc1	0	-5	3	-4	5	-1	-8	-3	4	3
O=C(CNC(=O)c1cccs1)N/N=C/c1ccco1	0	4	3	5	·	9	-1	-8	-5	·
COc1ccc(OC)c(CN2CCN(C(=O)c3cccc4ccccc34)CC2)c1	-1	9	-2	5	1	0	-7	-7	-1	-6
CC(=O)C1=C(C)N(Cc2ccc(Cl)cc2)C(=S)NC1c1ccc(Cl)cc1 (stereo unspecified)	3	-8	-3	-5	-20	1	3	0	·	-10
O=C(C[n+]1cccc2ccccc21)c1ccc([N+](=O)[O-])cc1	2	7	4	-5	2	0	6	-5	5	6
O=C(NCc1ccccc1)c1cc(C2COCCN2C(=O)CCc2ccccc2)on1 (stereo unspecified)	0	0	3	-3	-1	-1	-1	-1	·	-1
CCCn1c(SCC(=O)NCCc2ccccc2)nnc1C(C)C	-3	8	6	3	3	-2	-6	-1	0	-1
COc1ccc(NS(=O)(=O)c2ccc(C)c(C(=O)NNC(=O)c3ccccc3O)c2)cc1	7	-16	5	5	0	2	27	4	14	3
CCCNC(=O)C1(C)CCN(C(=O)c2cc(C(C)(C)C)nn2C)C1 (stereo unspecified)	2	4	-6	-4	0	-1	-1	3	·	1
CC1(C)CC(=O)C=C(c2ccc(-c3ccc(S(C)(=O)=O)cc3)cc2)C1=O	2	1	3	-2	7	-1	4	-9	-5	3
Cc1ccc(/C=C2/SC(=S)N(CCCC(=O)Nc3ccc(O)cc3)C2=O)cc1	2	-14	-4	6	-2	-2	8	0	-5	1
COc1ccccc1-c1ccc2nnc(SC)n2n1	2	-5	6	-6	-2	0	3	4	-2	9
COC(=O)C1=C(C)N(C)C(=NCc2ccc(OC)cc2)NC1c1ccc(C(F)(F)F)cc1 (stereo unspecified)	-2	-2	10	2	-18	-4	7	2	·	-13
O=c1cc(CSc2ccc(S(=O)(=O)N3CCCCC3)cn2)nc2sccn12	7	1	9	5	4	0	-3	-1	6	-1
c1ccc(-c2cc3ccccc3cn2)cc1	-2	2	-2	-6	-8	-1	-2	-5	-6	2
CCCCC[C@H]1CN(C2CCCCC2)C(=O)[C@@H]1CC(=O)NCc1ccccc1	0	1	-2	0	-10	0	-8	1	-9	0
O=C1CN(C(=O)c2ccccn2)c2ccccc2N1	2	2	-7	3	-1	1	-2	6	3	0
O=C(NCCN1CCOCC1)c1ccc2c(c1)N(Cc1c(F)cccc1Cl)C(=O)c1ccccc1S2	-3	-1	11	0	-2	-5	-4	-6	-6	1
O=C(CN(CCN1CCOCC1)C(=O)Cn1nnc(-c2ccc(F)cc2)n1)NC1CCCCC1	-2	4	-5	-1	2	5	2	1	1	-1
CCOC(=O)N1CCN(C(=O)CN2C(=O)NC(c3ccccc3)(c3ccccc3)C2=O)CC1	3	4	-7	-6	6	1	0	0	-6	2
CC(C)C[C@@H](CO)N1CCNCCC1=O	-1	3	-4	11	5	-1	-5	0	-5	1

Whole records from above.
CCCCC[C@H]1CN(C2CCCCC2)C(=O)[C@@H]1CC(=O)NCc1ccccc1 is listed as PRMT1 inh: 0; ABHD4 inh: 1; TCR-CD3 inh: -2; SIAE inh: 0; NPR2 activator: -10; UHRF1 binding: 0; rCAG RNA binder: -8; MBD2 DNA inh: 1; HTRA1 inh: -9; NPR1 activator: 0
O=C(NCc1ccccc1)c1cc(C2COCCN2C(=O)CCc2ccccc2)on1 (stereo unspecified) is listed as PRMT1 inh: 0; ABHD4 inh: 0; TCR-CD3 inh: 3; SIAE inh: -3; NPR2 activator: -1; UHRF1 binding: -1; rCAG RNA binder: -1; MBD2 DNA inh: -1; HTRA1 inh: ·; NPR1 activator: -1
CCOc1ccc(C(=O)NC2CCN(CC(=O)NCc3cccs3)CC2)cc1 is listed as PRMT1 inh: 0; ABHD4 inh: -5; TCR-CD3 inh: 3; SIAE inh: -4; NPR2 activator: 5; UHRF1 binding: -1; rCAG RNA binder: -8; MBD2 DNA inh: -3; HTRA1 inh: 4; NPR1 activator: 3

Some of the compounds tested. The share of hits here may be higher or lower than overall.
